Screening results as filed in PubChem BioAssay.
IDE act: boosts human insulin-degrading enzyme activity in HEK cells. AID 493087. hit rate 0.073% among 340,000. FAbeta-B cleavage, fluorescence polarization; 0% vehicle, 100% cell-free pure enzyme wells. activation, % at 5.96 µM. P14735;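 active = activation above the mean of all tested compounds plus 3 SD, set per screening campaign, cut at about 17% in these data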
NALP1 yeast inh: inhibitors of NALP1 inflammasome in yeast; S. cerevisiae NALP1/ASC/caspase-1 growth, X-gal OD620, 72 h; hit rate 0.61% among 280,000; inhibition, % at 10 µM; in the data active = inhibition mostly above about 24%, no sharp cut-off; inactive = mostly below about 32%; note: some compounds called inactive have numbers as strong as hits
IDE cell inh: cellular human IDE inhibition; hit rate 0.41% among 320,000; inhibition, % at 5.59 µM; AID 434962; HEK cells, FAbetaB cleavage, fluorescence polarization; P14735;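 active = percent inhibition above the average of all tested compounds plus 3 SD, set per screening campaign, cut at about 16% in these data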;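 note: IDE supplied by intact live HEK cells; FP after avidin binding of uncleaved biotin substrate so inhibition keeps polarization high; 0% = DMSO wells and 100% = 60 µM reference IDE inhibitor Ii1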
VIM-2 inhibitor: blocks Pseudomonas aeruginosa VIM-2 metallo-beta-lactamase. purified VIM-2, nitrocefin hydrolysis, epi-absorbance fluorescence. inhibition, % at 5.6 µM. hit rate 0.89% among 290,000;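 active = inhibition above the mean of all tested compounds plus 3 SD, cutoff set per screening run, cut at about 7.5% in these data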;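 note: red hydrolysis product quenches plate fluorescence so inhibitors raise well fluorescence; 0% = enzyme with DMSO and 100% = DMSO without enzyme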
GPR7 antagonist: human neuropeptides B/W receptor 1 antagonism. P48145. GPR7-expressing cells, fluorescence antagonist assay. inhibition, % at 4.4 µM. hit rate 1.1% among 290,000. AID 1861; in the data active = inhibition above about 16%, passing the limit was not always enough;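 note: cells stimulated with the agonist NPW; 0% = agonist with vehicle and 100% = vehicle without agonist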
Target sequence (P48145 whole entry, looked up): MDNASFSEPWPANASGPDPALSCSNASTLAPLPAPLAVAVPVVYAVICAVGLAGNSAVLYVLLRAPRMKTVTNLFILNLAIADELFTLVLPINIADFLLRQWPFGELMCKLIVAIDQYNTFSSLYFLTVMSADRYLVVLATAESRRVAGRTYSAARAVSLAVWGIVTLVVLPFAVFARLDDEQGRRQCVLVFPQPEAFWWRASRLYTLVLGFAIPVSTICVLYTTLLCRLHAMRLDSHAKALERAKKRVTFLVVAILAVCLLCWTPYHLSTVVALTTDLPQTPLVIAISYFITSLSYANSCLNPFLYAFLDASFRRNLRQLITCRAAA
p-CIP stab down: p/CIP protein destabilization; F442A p/CIP-EGFP cells, EGFP fluorescence, 16 h; AID 1984; hit rate 0.01% among 290,000; decrease of EGFP signal, % at 10 µM;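 active = EGFP signal decrease of at least 30% at 10 µM or well 3 SD below plate mean, unless failing retest; inactive = the rest, including hits failing retest or dose response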; note: some compounds called inactive have numbers as strong as hits; many of its hits are not listed in these tables
IMP-1 inhibitor: blocks Pseudomonas aeruginosa IMP-1 metallo-beta-lactamase | inhibition, % at 5.6 µM | purified IMP-1, nitrocefin hydrolysis, epi-absorbance fluorescence | hit rate 0.45% among 290,000;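 active = inhibition above the mean plus 3 SD of all compounds in the same screening run, cut at about 4.5% in these data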;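 note: 0% = IMP-1 with DMSO and 100% = DMSO wells lacking enzyme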
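Test system: recombinant IMP-1 enzyme, purified / Medium: HEPES buffer pH 7.1 with ZnSO4 and Brij 35 / Doses: single dose, 5.6 µM / Times: 25 °C, 15 min preincubation, 25 min reaction / Detection: Epi-absorbance via hydrolysed-nitrocefin quenching of white-plate fluorescence, 480/530 nm, EDTA stop / Evaluation: percent inhibition from optical density relative to buffer-blank wells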
M18AAP inhibitor: blocks P. falciparum M18 aspartyl aminopeptidase. inhibition, % at 7.35 µM. hit rate 1.2% among 290,000. AID 1822. recombinant PfM18AAP, H-Glu-NHMec fluorogenic cleavage;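 active = inhibition above the campaign mean inhibition over all tested compounds plus 3 SD, cut at about 28% in these data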;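 note: 0% = plate median of test compound wells and 100% = 2 mM ZnCl2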
PHOSPHO1 inh: inhibitors of human PHOSPHO1 phosphatase | hit rate 1.1% among 290,000 | inhibition, % at 13.3 µM | recombinant PHOSPHO1, absorbance phosphatase assay; in the data active = inhibition above about 60%
Target sequence (Q8TCT1 whole entry, looked up): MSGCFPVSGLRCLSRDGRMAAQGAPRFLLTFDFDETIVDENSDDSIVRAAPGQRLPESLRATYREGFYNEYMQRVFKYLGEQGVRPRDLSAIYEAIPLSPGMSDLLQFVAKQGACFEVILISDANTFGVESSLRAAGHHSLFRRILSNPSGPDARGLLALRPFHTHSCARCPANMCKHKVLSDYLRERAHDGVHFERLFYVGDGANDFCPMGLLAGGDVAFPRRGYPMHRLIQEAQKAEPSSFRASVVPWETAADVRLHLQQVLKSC
Numbers without * were called inactive; x = no result given. The list is partial. The share of hits here may be higher or lower than overall.

SMILES | IDE act | NALP1 yeast inh | IDE cell inh | VIM-2 inhibitor | GPR7 antagonist | p-CIP stab down | IMP-1 inhibitor | M18AAP inhibitor | PHOSPHO1 inh
COc1ccc(CNCCc2ccc(Cl)cc2Cl)cc1 | -2 | 4 | 3 | -2.9 | -10 | 2 | -0.5 | 0 | 40
Cc1ccc(CN2CCN(CC(=O)N3CCC4(CC3)OCCO4)C2=O)cc1 | 3 | 1 | -1 | -4.6 | -9 | 2 | -2.1 | -5 | 0
CC(=O)Nc1ccc(C(c2c(O)c3ccccc3oc2=O)c2c(C)n(C)n(-c3ccccc3)c2=O)cc1 (stereo unspecified) | 6 | -1 | 3 | -1.1 | -21 | 11 | -0.6 | -7 | -8
O=c1cccc2n1CC1CC2CN(Cc2c(F)cccc2Cl)C1 (stereo unspecified) | 2 | 13 | -5 | -2.5 | 0 | -1 | -0.6 | -1 | 3
Cc1ccc(S(=O)(=O)N(C)c2ccc(C(=O)NCC3(N(C)C)CCCCC3)cc2)cc1 | 6 | 10 | -5 | -1.3 | 6 | -6 | -1.3 | -7 | 18
CCCCP(=O)(O)CCC(=O)O | -3 | 2 | 0 | -1.2 | -3 | -9 | -3.2 | 1 | -18
Cc1cc(C)n(CCOC(=O)C2C(C=C(Cl)Cl)C2(C)C)n1 (stereo unspecified) | 2 | 8 | 2 | -4.0 | 4 | -10 | -3.0 | 7 | -18
Cc1nc2ccccc2c(=O)n1-c1cccc(C(F)(F)F)c1 | 3 | 1 | 3 | -1.8 | -19 | -8 | -3.9 | 0 | 45
CCC(=Nc1ccc(OC)cc1OC)c1c(O)[nH]c(=O)[nH]c1=O | 2 | -3 | -2 | -2.0 | 2 | -3 | -0.4 | -22 | -11
Cc1cccc(C)c1NC(=O)c1cccn(Cc2ccc3c(c2)OC(F)(F)O3)c1=O | 5 | 41 | -3 | -2.7 | 0 | 18 | -0.2 | 3 | 36
O=C(COc1ccccc1)N1CCN(C2CCCC2)CC1 | 5 | -4 | 3 | -2.8 | -6 | 9 | -3.2 | -5 | -5
O=C(c1ccccc1)c1cn(CC(=O)N2CCCC2)c2ccccc12 | 0 | -11 | 0 | -1.4 | -1 | 5 | -3.4 | -12 | -9
COC(=O)C1=C(N)Oc2c(c(=O)oc3ccccc23)C1c1cccnc1 (stereo unspecified) | 1 | -2 | 2 | 0.1 | -1 | -3 | -2.1 | 0 | -4
Cc1ccc(N2C(=O)NC(=O)/C(=C/c3ccc(OC(=O)c4cccs4)cc3)C2=O)cc1 | 0 | 14 | 2 | -1.4 | -8 | -12 | -3.1 | 8 | 23
CCC(=NCCCN(CC)CC)c1c(O)n(C2CCCCC2)c(=O)[nH]c1=O | -2 | 19 | -6 | -3.6 | 0 | 3 | -4.8 | 10 | -14
CCCCCCN=C(C)c1c(O)n(CCCC)c(=O)[nH]c1=O | -2 | 11 | -2 | -2.0 | 0 | -15 | -3.0 | 6 | -4
CN1CCN(Cc2nc3ccccc3c(=O)[nH]2)CC1 | 8 | -12 | 2 | -3.5 | -10 | -7 | -7.8 | -9 | -9
CC1CN(C(=O)CCC(=O)N2CCC3(CC2)OCCO3)c2cc(Cl)ccc2O1 (stereo unspecified) | 8 | 22 | -7 | 0.2 | 2 | 2 | 0.4 | 3 | 38
Cc1cc(N2CCCC2)ccc1C=C(C#N)C#N | -5 | -8 | 8 | -2.9 | -7 | -33 | -3.0 | 4 | -1
CC(=NCC1CCCO1)c1c(O)n(-c2ccc(C)cc2)c(=O)[nH]c1=O (stereo unspecified) | 7 | 17 | 10 | -3.7 | -8 | 5 | 0.4 | 5 | -7
CCC(=Nc1cc(OC)ccc1OC)c1c(O)[nH]c(=O)[nH]c1=O | 2 | 4 | 10 | 1.6 | -12 | -5 | -0.9 | 29* | 37
CCCCOc1ccc(CCN)cc1Cl | -2 | 48* | 0 | 0.1 | 29* | -9 | 0.3 | -15 | -7
C=CCn1c(O)c(C(C)=NCc2cccnc2)c(=O)[nH]c1=O | 0 | -18 | 1 | -3.3 | -13 | 2 | -3.6 | 4 | 11
Cc1cc(OCC(=O)N2CCC(C(=O)O)(c3ccccc3)CC2)c2c(C)c(C)c(=O)oc2c1 | 6 | 4 | 7 | 0.9 | 7 | 1 | -0.7 | -3 | 18
CC(C)OC(=O)Nc1ccc(N=C(N)N[N+](=O)[O-])cc1 | -4 | -6 | 1 | -2.4 | -10 | 14 | -2.3 | -12 | -14

Following part.
SMILES | IDE act | NALP1 yeast inh | IDE cell inh | VIM-2 inhibitor | GPR7 antagonist | p-CIP stab down | IMP-1 inhibitor | M18AAP inhibitor | PHOSPHO1 inh
C[C@H]1CC[C@H]2NCCN[C@H]2C1 | 6 | 6 | 3 | -0.7 | 7 | -12 | 0.9 | -10 | 33
Cc1ccccc1N1C(=O)NC(=O)/C(=C\c2ccc3c(c2)CCCN3Cc2ccccc2)C1=O | -1 | 36 | 5 | 0.8 | -10 | -20 | 0.5 | 4 | -10
O=C1NC(=O)N(c2ccccc2)C(=O)/C1=C\c1ccc([N+](=O)[O-])o1 | x | 35 | 13 | -3.3 | -11 | -10 | -1.0 | 17 | 62*
Nc1ccc2nonc2c1[N+](=O)[O-] | 9 | 10 | 3 | 3.0 | -12 | -4 | 3.0 | -6 | 2
CCn1c(O)c(C=Nc2cc(Cl)ccc2Cl)c(=O)n(CC)c1=O | -5 | 8 | 5 | -1.8 | 0 | -38 | 0.5 | 4 | 11
CN1CCN(c2ccc(NC(=O)C(C)(C)C)cc2)CC1 | -2 | 17 | 5 | -2.0 | -8 | 8 | -1.0 | -6 | -1
COP(=O)(OC)C(NC(=O)C(C)(C)C)=C(Cl)Cl | -1 | -11 | 0 | -2.9 | -5 | -42 | -1.6 | 0 | 12
CC1(C)Cc2c(sc3c2C(=O)NC(c2cccnc2)N3)CO1 (stereo unspecified) | 2 | 8 | 4 | 1.1 | 1 | -18 | -1.7 | -7 | 27
COP(=S)(OC)SCN1C(=O)c2ccccc2C1=O | -6 | 15 | 6 | 0.3 | -7 | -10 | -2.1 | 23 | 77*
O=C(/C=C/c1ccc2c(c1)OCO2)c1c(O)n(CCc2ccccc2)c(=O)[nH]c1=O | x | x | 1 | -2.8 | -1 | 2 | -4.1 | -1 | 18
CCOc1cc2c(cc1OCC)-n1cccc1C(c1ccc(OC)c(O)c1)NC2 (stereo unspecified) | 2 | 28 | -3 | 1.3 | 21 | 7 | -0.2 | -1 | 44
COc1ccc(OCC(=O)N2CCN(CC3CC4C=CC3C4)CC2)cc1 (stereo unspecified) | 4 | 12 | -4 | -3.4 | 2 | -6 | -2.4 | 0 | 19
O=c1[nH]c(=O)n(C2CCCCCC2)c(O)c1C=NC1CCN(Cc2ccccc2)CC1 | 9 | -5 | 1 | -0.7 | -10 | -6 | 0.4 | -2 | -33
COc1ccc2nc(NC(=O)CCc3nc(C4=CCN(C)CC4)no3)sc2c1 | 1 | -6 | 8 | -1.8 | 4 | -16 | -3.6 | -4 | -6
COc1ccc(C)cc1NC(=O)c1c(C)nn(Cc2ccccc2)c1Cl | 5 | 22 | 2 | 0.4 | -6 | -12 | -3.6 | -3 | 5
CCN(CC)C(=O)c1ccc(NC(=O)c2cn(-c3ccccc3)nc2-c2ccc(OC)cc2)cc1 | -2 | 9 | 1 | -3.2 | -9 | 2 | -3.6 | 2 | 32
COP(=O)(OC)C(NS(=O)(=O)c1ccccc1)C(Cl)(Cl)Cl (stereo unspecified) | 1 | -1 | -1 | -1.2 | -7 | -14 | -1.7 | 1 | 37
CCCn1nc2ccccc2c1P(=O)(N1CCOCC1)N1CCOCC1 | 3 | 0 | 3 | -3.0 | -3 | 11 | -3.2 | 4 | -2
CN1CCN(c2ccc(N)cc2)CC1 | 2 | 30 | 1 | 37* | 1 | 4 | -9.3 | -5 | 22
COc1ccc(F)cc1C(=O)C1CCCN(Cc2ccc(O)cc2)C1 (stereo unspecified) | 5 | -1 | 1 | -0.5 | 1 | 2 | -0.2 | -5 | -12
Clc1ccc(N2CCN(Cc3ccccc3Cl)CC2)cc1 | -4 | -1 | 5 | 0.0 | 12 | 7 | 0.9 | 0 | 12
Cc1cc(C=C2C(=O)N(C)C(=S)N(C)C2=O)c(C)n1C1CCCC1 | -1 | 6 | 5 | -2.8 | 6 | -5 | 1.6 | 2 | 16
Cc1nn(Cc2ccccc2Cl)c(Cl)c1C(=O)OC(C(=O)NC(N)=O)C(C)C (stereo unspecified) | 2 | 12 | 0 | -2.3 | 5 | 7 | -2.8 | -5 | -10
Cc1cc(C(=O)NP(=O)(N2CCOCC2)N2CCOCC2)c(C)n1C1CC1 | -1 | -21 | 4 | -2.2 | -13 | -4 | -2.7 | -2 | 40
COc1ccc(CNCCc2ccccc2F)c(OC)c1C | 2 | 4 | -2 | -3.7 | -7 | 10 | -1.6 | -4 | 18

Record cards, from the list above:
COc1ccc(CNCCc2ccccc2F)c(OC)c1C is listed as IDE act = 2; NALP1 yeast inh = 4; IDE cell inh = -2; VIM-2 inhibitor = -3.7; GPR7 antagonist = -7; p-CIP stab down = 10; IMP-1 inhibitor = -1.6; M18AAP inhibitor = -4; PHOSPHO1 inh = 18
CCn1c(O)c(C=Nc2cc(Cl)ccc2Cl)c(=O)n(CC)c1=O is listed as IDE act = -5; NALP1 yeast inh = 8; IDE cell inh = 5; VIM-2 inhibitor = -1.8; GPR7 antagonist = 0; p-CIP stab down = -38; IMP-1 inhibitor = 0.5; M18AAP inhibitor = 4; PHOSPHO1 inh = 11

Carrying on:
SMILES | IDE act | NALP1 yeast inh | IDE cell inh | VIM-2 inhibitor | GPR7 antagonist | p-CIP stab down | IMP-1 inhibitor | M18AAP inhibitor | PHOSPHO1 inh
CCCOc1ccccc1NP(=O)(Oc1ccccc1)Oc1ccccc1 | 1 | 6 | -2 | -4.2 | -14 | -8 | -2.3 | 5 | x
CCC(=O)CC(c1ccccc1)c1c(O)c2ccccc2sc1=O (stereo unspecified) | -1 | 32 | -2 | -0.8 | -3 | -8 | -0.7 | 0 | -2
CCc1ccccc1N1C(=O)NC(=O)/C(=C\c2cc(C)n(C)c2C)C1=O | 6 | 22 | 5 | -0.2 | -5 | -2 | -3.2 | 7 | -7
O=C1CC(C(=O)N2CCC3(CC2)OCCO3)CN1CCc1ccccc1 (stereo unspecified) | 0 | 16 | 3 | -2.5 | -9 | -4 | -4.9 | 4 | 39
O=C(CN1CCCCC1)c1cccc(Br)c1 | 1 | 18 | 5 | -2.2 | -1 | 2 | -1.6 | 1 | -6
COC(=O)C(C)NC(=S)N1CC2C[C@@H](C1)Cn1c2cccc1=O (stereo partly specified) | 6 | 11 | 3 | -0.1 | -9 | -11 | 1.9 | -4 | x
CCCCCCn1c(O)c(C=NC2CCCCC2N)c(=O)[nH]c1=O (stereo unspecified) | x | -16 | 10 | -2.3 | -5 | -1 | -3.3 | -1 | -14
CCC(C)N1CCN(C(=O)COc2ccc3ccccc3c2)CC1 (stereo unspecified) | 3 | 21 | 1 | 1.9 | -5 | -1 | -1.0 | 1 | 35
CCNC(=O)NC(=O)C(C)OC(=O)c1c(C)nn(Cc2ccccc2Cl)c1Cl (stereo unspecified) | 2 | 20 | 7 | -3.1 | -7 | 1 | -2.0 | 3 | 10
O=c1c2ccccc2nc(-c2ccccc2)n1-c1cccnc1 | -3 | 5 | 4 | 2.1 | -10 | 0 | -1.4 | 1 | 11
O=C(Nc1ccccc1)OC1CN=C(N[N+](=O)[O-])NC1 (stereo unspecified) | 3 | -2 | 4 | 2.0 | -7 | -5 | -2.0 | 15 | 12
